# Source: PubChem BioAssay (National Center for Advancing Translational Sciences (NCATS))
# Nrf2 inh: inhibitors of Nrf2 signaling; A549 ARE-Fluc reporter, luciferase luminescence, 18-24 h; Potency, µM (doses to about 46 µM), for the others: at the top dose activity change, negative = inhibition, most hits filed as inhibitors; actives 2.1% (n = 360,000); also: % is scaled to controls: 0 for no effect and ±100 for the full control effect; nearly all actives have a fitted effect of over 60% in size
#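 Quantitative HTS in A549 cells stably bearing an antioxidant response element-firefly luciferase construct. Inhibition of Nrf2-driven transcription was scored by luminescence after 18-24 h of compound exposure at 37 °C.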
# S2 tox: cell viability loss in ATXN counter-screen. AID 651635. S2 cells (HEK-293 line with an ATXN2-luciferase reporter) viability, CellTiter-Fluor protease fluorescence, 24 h. Potency, µM (doses to about 56.7 µM), most hits filed as cytotoxic. actives 0.49% (n = 400,000); also: nearly all actives have a fitted effect of over 40% in size
# TGFb SMAD3 inh: inhibitors of TGF-b signaling; HepG2 CAGA-GFP TGF-b/SMAD3 reporter, GFP fluorescence, 18 h; TGF-beta stimulated, 500 pg/mL final; Potency, µM (doses to about 46.1 µM), for the others: at the top dose activity, negative = inhibition, hits mostly inhibitors; actives 1.2% (n = 410,000); AID 588855; also: % is scaled to controls: 0 for no effect and ±100 for the full control effect; nearly all actives have a fitted effect of over 65% in size
#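 First, reporter cells (HEPG2 CAGA-GFP) rested 2 h at 37 degrees C. Next, compounds were pinned in and TGF-beta added to 500 pg/mL final. After 18 h, GFP was imaged per cell and summed per well.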
# ATXN2 expr inh: reduces ATXN2 reporter expression in HEK-293 cells. AID 1745845. actives 0.72% (n = 360,000). Potency, µM (top dose mostly 57 µM), for inactives: at the top dose activity change, negative = inhibition, actives largely listed as inhibitors. HEK-293 ATXN2-luciferase reporter, luminescence, 24 h; also: % is scaled to controls: 0 for no effect and ±100 for the full control effect; nearly all actives have a fitted effect of over 55% in size
#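 ATXN2-luciferase reporter cells (luciferase flanked by upstream and downstream ATXN2 gene portions) were treated 24 h at 37 °C with compounds at up to 57 uM. SteadyGlo luminescence gave expression; GF-AFC fluorescence gave viability.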
# MCF10A rereplic: induces DNA re-replication in MCF 10a normal breast cells. MCF 10A DNA re-replication, Hoechst nuclear intensity, 48 h. Potency, µM (series often up to 46.1 µM), inactives show at the highest dose activity, positive = re-replication, most hits filed as activators. actives 2.9% (n = 350,000). AID 624296; also: % of control where 0% means no effect; nearly all actives have a fitted effect of over 50% in size
# A549 viability: counter-screen for Nrf2 inhibitors: cytotoxicity in A549 cells. Potency, µM (titrated, usually from 46 µM), without a hit: at the top dose activity change, negative = cytotoxicity, most hits filed as inhibitors. actives 0.16% (n = 390,000). A549 ARE-Fluc cells, CellTiter-Fluor viability, 18-24 h; also: % is scaled to controls: 0 for no effect and ±100 for the full control effect
#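 A549 ARE-Fluc cells in 5% FBS OPTI-MEM, 5000 cells/well, rested 2 h then exposed to compounds in concentration-response for 18-24 h at 37 °C. Viability by CellTiter-Fluor fluorescence (Ex 405/Em 525) after 30 min; luciferase luminescence (BugLite, 15 min, RT) read afterwards.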
# Nrf2 activator: Nrf2 pathway activation; AREc32 ARE-luciferase reporter (MCF7-derived line), luminescence, 24 h; Potency, µM (titrated, usually from 46.1 µM), inactives show at the top dose activation, most hits filed as activators; actives 0.31% (n = 410,000); also: % of control where 0% means no effect; nearly all actives have a fitted effect of over 65% in size
#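 Luciferase luminescence (Steady-Glo, 30 min at room temperature) served as the read-out of ARE activation in AREc32 cells treated with compounds for 24 hr at 37 deg C.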
# HepG2 viability: kills HepG2 cells in TGF-b inhibitor counter-screen | AID 588856 | actives 0.76% (n = 410,000) | HepG2 CAGA-GFP viability, ATP luminescence, 18 h | Potency, µM (series often up to 46.1 µM), for inactives: at the top dose activity change, negative = cytotoxicity, usual class: cytotoxic; also: some results filed as inactive show a strong effect at the top dose
#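 HepG2 CAGA-GFP cells (1000/well, DMEM with 1% FBS) received compound, then TGF-beta at 500 pg/mL final, and were incubated 18 hours at 37 degrees C. Viability was read by CellTiter-Glo luminescence. Media-only wells were set as complete cell-killing and DMSO as no toxicity.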
# EPAC2 antag: EPAC2 (human) antagonism. Q8WZA2. EPAC2 GEF exchange of Rap1B-BODIPY-GDP, fluorescence. Potency, µM (series often up to 114 µM), for inactives: at the highest dose activity, negative = inhibition, usual class: inhibitors. actives 0.18% (n = 360,000). AID 720708; also: % is scaled to controls: 0 for no effect and ±100 for the full control effect; nearly all actives have a fitted effect of over 45% in size; many of its hits are not listed in these tables
# Target sequence (Q8WZA2 whole entry, looked up): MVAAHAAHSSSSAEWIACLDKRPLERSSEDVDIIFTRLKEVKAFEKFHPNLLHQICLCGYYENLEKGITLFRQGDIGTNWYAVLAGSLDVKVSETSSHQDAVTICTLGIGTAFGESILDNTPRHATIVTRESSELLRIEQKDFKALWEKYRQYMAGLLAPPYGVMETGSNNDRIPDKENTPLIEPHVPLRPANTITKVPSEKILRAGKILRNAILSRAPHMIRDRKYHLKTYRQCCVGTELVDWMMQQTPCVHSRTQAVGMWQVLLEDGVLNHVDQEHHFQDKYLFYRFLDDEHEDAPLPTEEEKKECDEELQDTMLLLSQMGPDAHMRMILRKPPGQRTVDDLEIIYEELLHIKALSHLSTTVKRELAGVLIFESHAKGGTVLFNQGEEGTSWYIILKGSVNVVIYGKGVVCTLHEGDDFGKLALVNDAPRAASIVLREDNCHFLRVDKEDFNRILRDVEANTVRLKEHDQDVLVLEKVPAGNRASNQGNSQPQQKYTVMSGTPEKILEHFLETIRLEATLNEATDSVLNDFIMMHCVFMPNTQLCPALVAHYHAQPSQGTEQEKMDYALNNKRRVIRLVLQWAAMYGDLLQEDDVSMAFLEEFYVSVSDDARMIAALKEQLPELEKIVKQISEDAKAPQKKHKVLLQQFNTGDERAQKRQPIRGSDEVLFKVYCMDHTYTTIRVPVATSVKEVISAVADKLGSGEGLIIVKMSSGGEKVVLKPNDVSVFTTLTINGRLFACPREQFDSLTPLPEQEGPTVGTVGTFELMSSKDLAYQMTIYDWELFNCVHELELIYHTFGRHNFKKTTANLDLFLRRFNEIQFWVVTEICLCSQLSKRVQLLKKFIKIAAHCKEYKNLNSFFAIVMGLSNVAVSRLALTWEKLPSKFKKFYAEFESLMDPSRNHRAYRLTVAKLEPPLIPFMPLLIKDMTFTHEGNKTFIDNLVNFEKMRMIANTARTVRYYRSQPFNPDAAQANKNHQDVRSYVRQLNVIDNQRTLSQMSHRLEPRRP
# * hit, by the source's call; i = inactive; u = inconclusive; x = no result given; & = joins results of further samples; [ ] = remark or other dose. Calls follow the shape of the dose curve; as a rule, active = well fitted curve in the direction sought with a large enough effect; inconclusive = small, poorly fitted or top-dose-only effect, or another doubt; inactive = no such curve, though single readings can be large; an effect the other way counts as inactive or inconclusive. Potency is read from the fitted curve at half-maximal effect. Some of the compounds tested; rates above refer to the full screens.
SMILES,Nrf2 inh,S2 tox,TGFb SMAD3 inh,ATXN2 expr inh,MCF10A rereplic,A549 viability,Nrf2 activator,HepG2 viability,EPAC2 antag
Cc1c(C(=O)NCC2CC2)sc(=O)n1Cc1cccc(F)c1,x,i,13%,8%,x,x,-1.3%,5%,1%
O=C(c1cc(-c2ccco2)on1)N1CCN(C(c2ccccc2)c2ccccc2)CC1,x,i,u,-31%,u,10%,0.8%,-17%,9%
COC(=O)c1ccc(NC(=S)NC(=O)c2cccnc2)cc1,-5%,i,-7%,5%,-15%,1%,0.4%[9.22 µM],-11%,0%
CCCN(C(=O)COC(=O)c1nc2nccc(C)n2n1)C1CCS(=O)(=O)C1 (configuration not stated),3%,i,-2%,-2%,-24%,2%,0.0%,1%,0%
Cc1[nH]n(-c2ccccc2)c(=O)c1/C=N/NC(=O)c1ccc(O)cc1O,-19%,u,-3%,x,9%,-1%,0.3%,-19%,-21%
Cc1ccc(OCCN(C)C(=O)C2CCC(=O)N(Cc3ccccc3F)C2)cc1 (configuration not stated),u,i,-10%,-5%,1%,-3%,-0.1%,-25%,12%
c1ccc(-c2sc3ccccc3c2-c2ccc(OCCN3CCOCC3)cc2)cc1,-13%,i,-1%,2%,u,3%,0.3%,-15%,-10%
O=C(Oc1ccc(/C=N/NC(=O)c2ccccc2F)cc1)c1ccccc1,u,i,4%,24%,1%,-5%,3.2%,-8%,0%
COc1ccc(OCC(=O)N/N=C/c2ccsc2)cc1,u,i,0%,3%,0%,-3%,2.8%,-3%,-9%
ClC(=C\c1ccccc1)/C=N/N1CCN(c2ccccn2)CC1,9%,i,-2%,1%,12%,1%,2.6%,5%,-4%
Cc1cccc(-c2noc(-c3ccc(N4CCOCC4)c([N+](=O)[O-])c3)n2)c1,-17%,i,0%,1%,x,0%,3.9%,2%,x
CCN(CC)c1nc(Nc2ccccc2)nc(Oc2ccc(=O)[nH]n2)n1,u,i,2%,-6%,18%,12%,3.0%,-58%,-9%
O=C(Nc1ccc(NC(=O)c2ccc3c(c2)OCO3)cc1)c1cccc(Cl)c1,4%,u,-11%,x,-1%,-3%,-0.5%,-8%,-12%
O=C(CCc1ccc(S(=O)(=O)N2CCOCC2)cc1)N1CCN(Cc2ccc3c(c2)OCO3)CC1,-18%,i,-14%,-10%,12%,4%,2.6%,-27%,-5%
CCn1c(SCC(=O)Nc2ccc(N3CCOCC3)cc2)nnc1C1CC1,5%,i,0%,2%,-2%,-7%,0.3%,0%,-2%

# A stretch from further up:
SMILES,Nrf2 inh,S2 tox,TGFb SMAD3 inh,ATXN2 expr inh,MCF10A rereplic,A549 viability,Nrf2 activator,HepG2 viability,EPAC2 antag
Cc1cccc(-c2noc(-c3ccc(N4CCOCC4)c([N+](=O)[O-])c3)n2)c1,-17%,i,0%,1%,x,0%,3.9%,2%,x
CCN(CC)c1nc(Nc2ccccc2)nc(Oc2ccc(=O)[nH]n2)n1,u,i,2%,-6%,18%,12%,3.0%,-58%,-9%
O=C(Nc1ccc(NC(=O)c2ccc3c(c2)OCO3)cc1)c1cccc(Cl)c1,4%,u,-11%,x,-1%,-3%,-0.5%,-8%,-12%
O=C(CCc1ccc(S(=O)(=O)N2CCOCC2)cc1)N1CCN(Cc2ccc3c(c2)OCO3)CC1,-18%,i,-14%,-10%,12%,4%,2.6%,-27%,-5%

# Continued.
SMILES,Nrf2 inh,S2 tox,TGFb SMAD3 inh,ATXN2 expr inh,MCF10A rereplic,A549 viability,Nrf2 activator,HepG2 viability,EPAC2 antag
Cc1ccc(Cl)cc1N(C)C(=O)c1cc2c(Cl)nc3ccccc3c2s1,u,i,u,3%,x,-6%,-0.6%,-4%,x
O=C(Nc1ccccc1Cc1ccccc1)c1oc2ccccc2c1COc1ccccc1,9%,i,-4%,-6%,1%,10%,-0.6%,6%,-7%
Nc1cc(C2CCCC2)nn1-c1ccccc1,u,i,17%,38%,7%,2%,6.2%,-34%,4%
Cc1c(Cl)cccc1N=Cc1ccc([N+](=O)[O-])s1,20%,u,u,u,u,-12%,2.8%,-115%,14%
COc1ccc(N2CCN(S(=O)(=O)c3ccc(OC)c(C(=O)N4CCCCC4)c3)CC2)cc1,u,i,-4%,-15%,19%,-14%,-0.6%,-1%,-11%
CCOc1ccc(C(=O)N2CCN=C2SC)cc1OCC,-15%,i,-16%,-9%,4%,-1%,0.6%,-14%,3%
COC(=O)c1nnn(-c2nonc2N)c1CN1CCc2ccccc21,-21%,i,-8%,-20%,28%,u,0.7%,-12%,-8%
COc1cccc(C2c3c(oc4ccccc4c3=O)C(=O)N2CCCN2CCOCC2)c1 (configuration not stated),7%,i,7%,0%,u,-4%,5.3%,-17%,8%
Cc1ccc(NC(=S)NCc2ccc3c(c2)OCO3)c(C)c1,4%,i,-5%,5%,15%,-1%,-1.2%,0%,3%
COc1ccc(N(CC(=O)NC2CCCCC2)C(=O)CNC(=O)c2ccco2)c(OC)c1,2%,i,-1%,2%,8%,-5%,-0.2%,3%,11%
COC(=O)c1sccc1NC(=O)CSc1ccccc1NS(=O)(=O)c1ccc(Br)cc1,u,i,u,-7%,18%,-20%,17%,-13%,-3%
N#CCCN(C(=O)COC(=O)C1=COCCO1)c1ccc(F)cc1,10%,i,-10%,7%,-2%,2%,-0.7%,6%,-1%
COc1ccc(C)cc1S(=O)(=O)N(CC(=O)O)c1ccccc1,-6%,i,5%,5%,-3%,8%,4.6%,11%,-1%
CC12CCC(C(=O)NCCc3ccccc3)(OC1=O)C2(C)C (configuration not stated),4%,i,-1%,2%,-1%,-3%,0.2%,-13%,-2%
COc1ccc(NC(=O)C2CCCN2S(=O)(=O)c2ccc3nc(-c4ccccc4)[nH]c3c2)cc1 (configuration not stated),-4%,i,-3%,-8%,x,2%,-0.2%,-10%,x
Cc1nc2ccccc2nc(C)c1=NOCc1ccc(C#N)cc1,0%,i,u,-3%,-1%,14%,1.8%,16%,-9%
COc1cc(/C=N/n2nnnc2N)ccc1OCC#N,-16%,u,-7%,x,-7%,-1%,2.9%,-12%,-9%
O=C(Cc1cccs1)Nc1nc2c(s1)CCCC2,u,i,19%,79%[activator],u,5%,3.8%,-27%,0%
CNC(=O)c1cccnc1Nc1cccc(C(F)(F)F)c1,-1%,i,-27%,x,-1%,0%,11%,-19%,-13%
CCOc1ccccc1NC(=O)CSc1nc(-c2cccs2)cc(C(F)(F)F)n1,4%,i,0%,6%,x,1%,-0.1%,3%,x
Oc1ccccc1-c1n[nH]c(-c2ccccc2O)n1,-14%,u,2.8µM*,-19%,u,-6%,1.4%,-61%,21%
O=C(CC[C@H]1O[C@@H](n2ccc(=O)[nH]c2=O)[C@H](O)[C@@H]1O)N[C@H](Cc1ccccc1)C(=O)NCCCc1ccccc1,x,i,-16%,1%,x,x,0.1%,-16%,6%
CCCC1/C(=N/O)CC(c2ccccc2)NC1c1ccccc1 (configuration not stated),0%,i,-11%,-29%,2%,-16%,0.1%[9.22 µM],-8%,-9%
CCn1c(SCC(=O)NCc2ccc(C)cc2)nnc1-c1ccncc1,3%,i,1%,0%,15%,-5%,0.1%,8%,10%
OCc1nn2c(c1Br)NC(c1ccccc1)CC2C(F)(F)F (configuration not stated),5%,i,9%,-4%,10%,6%,0.5%,16%,11%
COc1ccccc1CN1CCCC(CNC(=O)c2cccc3ccccc23)C1 (configuration not stated),0%,i,15%,x,4%,1%,-0.1%,-8%,6%
COc1cccc(C(=O)NCc2ccco2)c1OC,22%,i,13%,23%,10%,3%,5.9%,20%,-8%
OC(CN1CCN(c2cccc(Cl)c2)CC1)C(c1ccccc1)c1ccccc1 (configuration not stated),6%,i,u,-5%&16%,u,-13%,7.9%,-33%,6%
Cn1c(=O)c2c(ncn2CC(=O)Nc2ccc3c(c2)OCO3)n(C)c1=O,16%,i,3%,6%,0%,-3%,-0.5%,9%,16%
O=C(CN1C(=O)c2cccnc2Oc2ccc(Cl)cc21)NCCCc1ccccc1,u,i,1%,-28%,10%,-10%,0.1%,4%,-7%

# Ordered by the number under Nrf2 inh (descending): four of the compounds above.
SMILES	Nrf2 inh	TGFb SMAD3 inh	Nrf2 activator	EPAC2 antag
Cc1ccc(NC(=S)NCc2ccc3c(c2)OCO3)c(C)c1	4%	-5%	-1.2%	3%
CCCN(C(=O)COC(=O)c1nc2nccc(C)n2n1)C1CCS(=O)(=O)C1 (configuration not stated)	3%	-2%	0.0%	0%
CCCC1/C(=N/O)CC(c2ccccc2)NC1c1ccccc1 (configuration not stated)	0%	-11%	0.1%[9.22 µM]	-9%
COC(=O)c1nnn(-c2nonc2N)c1CN1CCc2ccccc21	-21%	-8%	0.7%	-8%

# Next records follow.
SMILES,Nrf2 inh,S2 tox,TGFb SMAD3 inh,ATXN2 expr inh,MCF10A rereplic,A549 viability,Nrf2 activator,HepG2 viability,EPAC2 antag
CC(=O)Nc1ccc(NC(=O)Oc2ccccc2)cc1,0%,i,-8%,2%,-10%,1%,-0.4%,-13%,2%
CC(C)(C)OC(=O)N1CCC(C(=O)N[C@H](Cc2ccccc2)C(=O)O)CC1,-4%,i,-21%,2%,-2%,1%,-0.9%,21%,4%
CCCc1ccc(-c2ccc(F)c(N)c2)nc1,u,i,u,u,-1%,-2%,-2.3%,-17%,-3%
CC1CCC(C(=O)NC(C(=O)N2CCC(N3CCCCC3)CC2)C(C)C)CC1 (configuration not stated),-6%,x,-19%,x,-1%,-6%,0.3%,3%,10%
CC1CCCCN1CCNc1nc(=S)[nH]c2ccccc12 (configuration not stated),5%,u,-1%,-16%,1%,-5%,0.2%,4%,-1%
